Bioassay records from PubChem.
hcDAF12 agonist: H. contortus DAF-12 activation, primary screen; AID 652067; activation, % at 6.8 µM; HEK293 hcDAF-12 lit1-tk-luc reporter, luminescence; 0% DMSO, 100% Δ7-dafachronic acid; 370,000 tested, 1.4% active;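 active = activation above the mean of all tested compounds plus 3 SD, cut at about 5.5% in these data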;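 note: 100% = response to 3 µM Δ7-dafachronic acid high control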
PG9 Ab binder: PG9 antibody binding by small molecule; TR-FRET gp120-PG9 antibody binding; inhibition, % at 6.7 µM; 360,000 tested, 0.43% active; AID 624416; in the data active = inhibition above about 8.5%
DAX1 inh-1: inhibitors of human orphan nuclear receptor DAX1 (NR0B1); AID 504766; P51843; inhibition, % at 6.75 µM; 340,000 tested, 0.99% active; HEK293 Gal4-DAX1 luciferase reporter, luminescence;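 active = inhibition above the mean over all tested compounds plus 3 SD, cut at about 4.2% in these data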;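 note: 0% = DAX1-transfected cells with DMSO and 100% = empty-vector control cells with DMSO; inhibition shows as a rise in luminescence from relieved DAX1 repression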
Target sequence (P51843 207-470 limits assumed): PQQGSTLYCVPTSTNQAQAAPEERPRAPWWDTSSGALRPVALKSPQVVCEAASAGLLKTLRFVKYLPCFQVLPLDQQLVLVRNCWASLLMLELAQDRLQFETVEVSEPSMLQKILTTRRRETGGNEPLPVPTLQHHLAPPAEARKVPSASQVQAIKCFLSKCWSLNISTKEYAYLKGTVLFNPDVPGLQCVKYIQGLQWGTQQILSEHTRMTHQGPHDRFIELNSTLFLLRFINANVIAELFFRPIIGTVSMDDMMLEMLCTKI
DAX1 inh-2: blocks DAX1 repression of SF-1 activated StAR promoter | HEK293T StAR-luciferase reporter, SF-1/DAX-1 repression relief | inhibition, % at 6.8 µM | 370,000 tested, 1.1% active | AID 652010;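 active = inhibition above the mean over all tested compounds plus 3 SD, cut at about 3.6% in these data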;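 note: 0% = DAX-1 cells with DMSO and 100% = cells lacking DAX-1 with DMSO; higher inhibition means more luminescence from relief of DAX-1 repression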
ADAM17 inh: inhibits human ADAM17. P78536. recombinant ADAM17, EDANS/DABCYL FRET peptide cleavage. inhibition, % at 6.95 µM. 370,000 tested, 0.83% active. AID 720648;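 active = inhibition above the mean of compounds lying between control limits plus 3 SD, set per campaign, cut at about 8.5% in these data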;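 note: 0% = DMSO-only wells as the low control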
FXN GAA850 act: activators of GAA850 frataxin (FXN) promoter. HEK293 lucGAA850 FXN promoter luciferase reporter, 24 h; percent of 10 µM SAHA response. activation, % at 6 µM. 360,000 tested, 0.56% active;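 active = activation above the average of all compounds screened plus 3 SD, cutoff fixed separately per campaign, cut at about 7.5% in these data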;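 note: 0% = DMSO wells and 100% = 10 µM SAHA wells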
ssDAF-12 act: activates DAF-12 receptor from parasite S. stercoralis | HEK293 ssDAF-12/GRIP1 lit1-tk-luc reporter, luminescence; % of 3 µM dafachronic acid response | activation, % at 6.8 µM | 370,000 tested, 1% active;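 active = activation above the mean over all tested compounds plus 3 SD, cut at about 0.9% in these data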;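 note: 0% = DMSO-only wells and 100% = 3 µM delta7-dafachronic acid wells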
ADAM10 inh: inhibitors of human ADAM10 | 370,000 tested, 0.62% active | O14672 | recombinant ADAM10, EDANS/DABCYL FRET peptide cleavage, 3 h | inhibition, % at 7 µM;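 active = inhibition above a per-campaign cutoff equal to the mean of compounds falling between control-based bounds plus 3 SD, cut at about 20% in these data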;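 note: 0% = DMSO wells while the 100% control is not disclosed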
Target sequence (O14672 214-748 limits assumed): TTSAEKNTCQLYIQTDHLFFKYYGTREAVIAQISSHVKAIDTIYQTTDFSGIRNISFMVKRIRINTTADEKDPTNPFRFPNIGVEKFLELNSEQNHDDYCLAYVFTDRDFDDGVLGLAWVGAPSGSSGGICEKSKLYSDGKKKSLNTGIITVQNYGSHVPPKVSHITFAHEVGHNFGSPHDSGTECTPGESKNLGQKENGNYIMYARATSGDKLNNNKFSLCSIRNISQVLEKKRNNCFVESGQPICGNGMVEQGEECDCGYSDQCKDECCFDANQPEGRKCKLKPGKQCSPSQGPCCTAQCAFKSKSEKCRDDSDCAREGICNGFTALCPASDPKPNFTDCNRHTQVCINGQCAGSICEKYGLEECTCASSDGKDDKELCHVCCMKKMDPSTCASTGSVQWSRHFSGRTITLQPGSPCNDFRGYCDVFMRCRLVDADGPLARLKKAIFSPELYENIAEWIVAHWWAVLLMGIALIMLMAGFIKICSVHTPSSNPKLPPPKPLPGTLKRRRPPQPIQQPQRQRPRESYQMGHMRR
NPR1 activator: GC-A (human) enzyme activation; P16066; HEK293 GC-A cells, cGMP TR-FRET, EC30 ANP; 0% at EC30 ANP, 100% saturating ANP; activation, % at 10 µM; 370,000 tested, 0.14% active; in the data active = activation above about 40%
SMARCA2 activ: activators of SMARCA2 function; 370,000 tested, 1% active; activation, % at 9.1 µM; MG213 cells, MMTV-luciferase reporter, dexamethasone, overnight; AID 652017; in the data active = activation above about 7.8%;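 note: 0% = vehicle wells and 100% = reference activator wells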
hgDAF-12 ag: activates the H. glycines DAF-12 receptor ligand-binding domain. HEK293 GAL4-hgDAF12 UAS-luciferase reporter, agonist luminescence; normalized to butyrate control. activation, % at 6.8 µM. 370,000 tested, 1.8% active;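 active = activation above a cutoff set at the mean of all screened compounds plus 3 SD, cut at about 10% in these data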;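 note: 0% = DMSO wells and 100% = sodium butyrate wells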
* marks the source's active call; other numbers are inactive results; i = inactive; / = no result given; & = joins results of further samples; ! = repeats disagree.

SMILES	hcDAF12 agonist	PG9 Ab binder	DAX1 inh-1	DAX1 inh-2	ADAM17 inh	FXN GAA850 act	ssDAF-12 act	ADAM10 inh	NPR1 activator	SMARCA2 activ	hgDAF-12 ag
CSc1nc(SCC(=O)NCc2ccco2)c2c3c(sc2n1)COC(C)(C)C3	-1.9	-0.7	-0.6	-1.6	-249	-4.6	-0.9	i	-5	-2	2.5
CC1CCCN(CCCNC(=O)c2nn(C)c3c2CS(=O)(=O)c2ccccc2-3)C1 (centres undefined)	-0.7	-0.2	0.9	0.8	0	-1.2	-1.2	-8	4	-2	-1.6
CCC[C@H]1[C@@H](OC(=O)NC2CCCCC2)CC[C@@]23CCCN2C(=O)CCC[C@@H]13	-0.4	/	/	/	0	/	-2.1	1	-17	/	-2.9
COc1ccc2[nH]c3c4c(ccc3c2c1)C(=O)C=CC4=O	0.1	10*	-4.0	-1.8	0	-9.8	-0.9	3	4	-4	0.7
O=C(c1cnn2c(-c3ccccc3)cc(-c3ccccc3)nc12)N1CCN(Cc2ccccc2)CC1	0.8	-0.5	-0.4	-1.3	-40	-2.9	-1.7	-123	30	-1	-0.6
O=C(Nc1cc(Cl)ccc1-n1cncn1)c1ccc(Br)o1	3.2	-1.0	0.6	-1.5	-4	0.8	-0.3	-23	-1	0	-0.8
CN(C)CCNC(=O)C(=O)NCC1OCCN1S(=O)(=O)c1ccc2c(c1)OCCO2 (centres undefined)	1.7	-1.4	0.7	0.0	-2	0.1	-1.4	-5	1	-1	-1.0
CN(C(=O)c1cccc(NC(=O)Cc2ccc(NC(=O)C3CCN(S(=O)(=O)c4cccc([N+](=O)[O-])c4)CC3)cc2)c1)C1CCC1	-0.8	0.0	-1.9	-0.6	12*	1.6	-0.6	20*	-2	-5	-1.3
CCc1ccccc1NC(=O)CCC(=O)N1CCN(C(C)=O)CC1	-0.4	-1.4	0.8	-0.2	-1	2.8	-1.2	-2	4	-2	3.0
CCOC(=O)CSc1cc(C)c(C#N)c2nc3ccccc3n12	1.1	-1.5	-0.1	0.0	-5	1.1	-0.8	-10	17	2	-2.5
CCc1ccc(CCC(=O)Nc2ccc(C)c(C)c2)o1	1.6	-3.1	0.3	-0.2	-3	1.6	-0.4	1	3	2	4.2
Cc1cccc(-n2ncc3c(=O)[nH]c(SCC(=O)Nc4cc(C)on4)nc32)c1	-0.9	-0.3	1.0	0.2	-4	-0.3	-1.2	-3	-2	3	0.9
CCOC(=O)CN(C(=O)CSc1nnc(-c2ccncc2)n1CCCOC)c1ccccc1	-0.2	0.9	-0.1	1.1	-7	1.9	-0.7	-4	5	-4	-0.1
O=c1[nH]cnc2c([N+](=O)[O-])cccc12	-0.8	0.4	-0.5	0.5	-6	-2.8	-0.9	1	7	2	-0.2
COc1cc(C(=O)Nc2nncs2)cc(OC)c1OC	0.3	-1.4	-0.1	0.2	1	-0.5	-0.6	4	-2	-2	2.5
Cc1cc(F)ccc1S(=O)(=O)N1CCCOC1CNC(=O)C(=O)NCc1ccncc1 (centres undefined)	1.1	0.2	1.1	1.1	3	-0.1	-1.2	0	-1	-3	0.3
COc1ccc(CCNC(=O)c2cc(C3CC3)nc3c2cnn3C(C)C)cc1OC	-2.9	-1.0	-0.2	-2.4	-2	0.2	-1.7	-12	-6	-2	-0.6
CC(Oc1ccc(F)cc1)C(=O)Nc1cc(Cl)ccc1-n1cncn1 (centres undefined)	-1.1	-1.7	-0.4	-1.3	4	1.1	-1.2	8	-2	-1	1.6
COc1ccc(-c2csc3ncnc(N4CCN(c5cccc(C)c5C)CC4)c23)cc1	-1.3	-1.3	0.3	-0.8	-6	2.3	-1.1	-2	4	-2	-1.4
CCOC(=O)C1CCCN(S(=O)(=O)c2ccc(OC)cc2)C1 (centres undefined)	-1.1	2.3	1.6	-0.6	-3	0.4	-1.4	4	0	-3	1.8
COc1cc(OC)c2c(C)cc(=O)oc2c1C(CCN1CCOCC1)c1ccc(N(C)C)cc1 (centres undefined)	-0.8	-3.3	-1.3	-0.1	-3	-0.6	-1.7	-6	-1	2	-4.2
COC(=O)CN1C(=O)C(C)(C)Oc2ccc(C(=O)NC3CC3)cc21	1.1	-0.7	0.8	0.5	0	-1.5	-1.3	2	0	-3	0.2
COc1ccc(C(=O)OCC(=O)NC2CC2)cc1[N+](=O)[O-]	-1.6	3.0	-0.5	0.5	-4	1.2	-1.7	13	-2	-1	1.1
C/C=C(\C)c1nnc(NC(=O)OCC)s1	-0.9	-1.3	-0.6	-0.4	-2	0.5	-0.9	8	3	-1	2.4
COc1ccc(NC(=O)CNC(c2ccccc2)c2ccccc2)cc1	-0.8	0.5	-0.2	-0.6	3	-0.6	-1.8	4	-2	-1	2.2
CC(C)(C)C(=O)Nc1ncc(C(F)(F)F)cc1Cl	-1.3	-1.2	0.4	-0.6	-6	-0.9	-1.2	-6	0	-1	-0.5
O=C(CSc1nnc(C2CCCCC2)n1Cc1ccccc1)NCc1ccco1	0.1	-1.4	0.9	-0.6	0	1.3	-1.4	4	-15	3	3.5
c1ccc2sc(C3CCN(Cc4nnnn4Cc4ccc5c(c4)OCO5)CC3)nc2c1	-0.3	-0.8	-1.8	-0.4	-2	4.7	-0.8	11	-2	4	-0.1
Cc1nn(C(C)C(=O)NCC2CCCO2)c(=O)c2cc3occc3n12 (centres undefined)	-1.1	-1.0	0.6	0.2	-7	1.1	-1.1	-6	1	0	0.4
CC12CCC3c4ccc(O)c([N+](=O)[O-])c4CCC3C1CCC2=O (centres undefined)	-2.0	-3.4	-0.6	0.5	5	3.3	-1.3	0	-1	-6	0.2
COc1cccc(OC)c1-c1nn2c(-c3ccco3)nnc2s1	-0.1	0.5	1.9	0.7	-4	4.5	-1.2	-4	-5	-1	2.3
COc1ccc(N2CCN(C(=O)c3c(-c4ccccc4)noc3C)CC2)cc1	-1.4	-1.9	-1.4	-1.2	-1	-1.6	-0.8	-7	1	-1	-2.0
N#CNC(=Nc1ccc(F)cc1)SCc1ccccc1	-1.1	-1.6	-0.7	-0.5	-2	-0.1	-1.9	1	6	-1	3.5
CN(CC(=O)NCc1ccccc1)S(=O)(=O)c1cnc[nH]1	-1.2	-0.8	0.1	-0.7	0	-1.6	-1.1	5	3	2	2.1
CCc1ccc(OCC(O)CN2CCN(c3ccccc3)CC2)cc1 (centres undefined)	0.3&-0.3	0.3&-0.6	1.2&-0.4	0.6&0.5	2&-2	-0.9&3.2	-1.0&-1.4	-8&0	-1&2	-1&-3	2.8&0.2
COc1ccc(-c2c[n+](CC(=O)N3c4ccccc4Sc4ccccc43)c3n2CCC3)cc1	-1.4	0.8	0.6	-0.4	-4	0.1	-1.3	2	3	-6	-2.0
C=CCN=Cc1c(C)[nH]n(-c2ccccc2)c1=O	-0.2	-3.1	1.1	0.6	-2	3.1	-0.1	2	-1	8.5*	6.7
COc1ccc(NC(=O)COC(=O)CN2C(=O)C3CC=CCC3C2=O)c([N+](=O)[O-])c1 (centres undefined)	0.3	1.4	0.8	-3.1	-2	-2.3	-0.6	-15	0	-1	3.0
O=C(Nc1cc([N+](=O)[O-])ccc1C(=O)Nc1cccnc1)c1ccccc1	-0.5	-2.0	0.0	-4.7	-2	1.4	-1.2	4	-5	-1	0.2
COc1cc(NC(=O)c2ccc3c(c2)OCO3)c2ncccc2c1	1.7	-0.5	-0.8	-0.5	-3	3.5	-0.3	-4	3	-3	3.2
O=C(CCC1CCN(C(=O)c2ccco2)CC1)NCc1ccc(F)cc1	-2.4	-2.0	0.5	0.7	2	-2.0	-1.1	-3	4	-1	1.7
Cc1cc(=O)[nH]c(N/N=C/C2=C(N3CCOCC3)C(=C\c3ccc(Cl)cc3)/CC2)n1	0.2	-0.7	-0.1	0.0	-2	0.4	-1.0	-3	0	-3	-1.2
O=C(OC(c1ccccc1)c1nccc2ccccc12)c1cccc([N+](=O)[O-])c1 (centres undefined)	3.6	0.2	-0.9	-0.1	2	4.9	0.2	5	-8	3	6.2
CCCn1c(NCc2ccc(N(C)C)cc2)nc2ccccc21	-1.7	-2.3	0.3	1.2	-1	2.3	-1.1	-4	-1	5	3.1
O=C(NNC(=O)c1ccc2ccccc2c1O)c1ccccc1Cl	1.1	-5.1	-0.4	0.1	-3	-0.6	-1.0	-6	0	3	0.3
Nc1cc(N)nc(SCC(=O)N2CCN(C(=O)c3ccco3)CC2)n1	-0.3	1.4	-0.2	-0.1	-4	0.8	-1.6	-10	5	0	-1.7
CC[C@H](C)C(=O)O[C@H]1C[C@@H](C)C=C2C=C[C@H](C)[C@H](CC[C@@H]3C[C@@H](O)CC(=O)O3)[C@H]21	-0.3&1.6	-1.4&-0.5	0.4&1.2	5.2*!	-3&1	0.7&1.3	-1.0&-0.6	-3&1	-1&-11	8.2*!	1.0&2.2
Cc1cc(C)c(OCC(=O)Nc2cccc(O)c2)cc1C	4.4	-0.8	3.1	2.9	2	-1.5	-0.1	-3	-2	2	8.8

Reprinted from the part before: 2 compounds; new compounds follow.
SMILES	hcDAF12 agonist	PG9 Ab binder	DAX1 inh-1	DAX1 inh-2	ADAM17 inh	FXN GAA850 act	ssDAF-12 act	ADAM10 inh	NPR1 activator	SMARCA2 activ	hgDAF-12 ag
CC[C@H](C)C(=O)O[C@H]1C[C@@H](C)C=C2C=C[C@H](C)[C@H](CC[C@@H]3C[C@@H](O)CC(=O)O3)[C@H]21	-0.3&1.6	-1.4&-0.5	0.4&1.2	5.2*!	-3&1	0.7&1.3	-1.0&-0.6	-3&1	-1&-11	8.2*!	1.0&2.2
Cc1cc(C)c(OCC(=O)Nc2cccc(O)c2)cc1C	4.4	-0.8	3.1	2.9	2	-1.5	-0.1	-3	-2	2	8.8
COCCNC(=S)N(Cc1cccs1)Cc1cc2cccc(C)c2[nH]c1=O	-2.0	0.0	-0.6	0.4	1	-1.3	-1.5	0	1	-1	-1.8
CC[C@H](C)[C@@H](C(=O)N1CCNCC1)n1cc([C@@H](N)Cc2ccc(O)cc2)nn1	-1.2	-0.3	1.4	0.2	-5	0.5	-0.7	-10	0	-1	2.2
CC(C)N(Cc1ccccc1)C(=O)c1ccc2nsnc2c1	2.4	-1.5	1.4	-0.2	2	2.0	-1.1	0	-3	-1	0.3
CNc1nc(SC)nc(N(C)C#N)n1	-0.2	0.5	0.6	-0.3	3	2.9	-0.7	3	3	-1	2.2
C/C(=N\NC(=O)COc1ccc2ccccc2c1)c1cccs1	-2.8	-0.7	0.7	-0.2	0	-1.9	-0.7	-1	-4	-1	1.8
CCS(=O)(=O)Nc1ccc(-c2ccc(NS(=O)(=O)CC)c(OC)c2)cc1OC	-1.8	17*	-0.7	0.2	-12	-2.7	-1.4	-27	0	-3	-1.6
Cc1cccc(C)c1C(O)c1ncc(-c2cccc3ccccc23)[nH]1 (centres undefined)	0.0	-1.7	/	-0.4	-28	0.8	-1.0	-119	0	-3	1.3
COc1cc2[nH]c(=S)nc(NCc3ccc(Cl)cc3)c2cc1OC	-1.4	5.8	-0.3	0.1	-9	-1.9	-1.1	-10	35	-3	-1.1
Cc1ccc(S(=O)(=O)c2nc(S(=O)(=O)CCO)sc2N2CCOCC2)cc1	-1.0	-0.9	-0.6	-0.2	0	-1.1	-1.0	4	2	0	-2.6
